Efflux pump inh = blocks antifungal efflux pumps in multiplex yeast assay; S. cerevisiae Candida pump triplex, Nile Red efflux; inhibition, % at 10 µM; actives 0.44% (n = 330,000); AID 485275;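 active = plate passing quality check with inhibition over a set limit, or well fluorescence over plate mean plus 4 SD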;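 note: Nile Red retained in pooled yeast measured as flow cytometry median fluorescence; 0% = buffer negative control and 100% = Enniatin B positive control; higher means more Nile Red kept so more efflux inhibition; some compounds called inactive have numbers as strong as hits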
RPL19A TOR yeast = alters RPL19A-GFP fluorescence in TOR pathway yeast screen; S. cerevisiae RPL19A-GFP strain, flow cytometry, 3 h; active compounds read low; actives 0.3% (n = 330,000); percent response vs DMSO, % at 10 µM;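 active = percent response vs DMSO below 50%; inconclusive = fewer than 70 events counted for the yeast strain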;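 note: median channel GFP fluorescence of the barcoded RPL19A-GFP strain; ratio of sample median GFP to plate DMSO average so 100% = DMSO; lower means less RPL19A-GFP as with rapamycin TOR inhibition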
MEP2-GFP yeast = alters MEP2-GFP fluorescence in TOR pathway yeast screen; S. cerevisiae MEP2-GFP strain, flow cytometry GFP, 3 h; 100% = DMSO control level; GFP response vs DMSO, % at 10 µM; actives 0.51% (n = 330,000);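 active = GFP response versus DMSO above a set limit, roughly screen mean plus 3 SD, cut at about 180% in these data; inconclusive = fewer than 70 cells counted for a yeast strain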;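 note: median GFP fluorescence of the barcode-gated MEP2-GFP cells per well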
AHR activator = human AHR activation | P35869 | AHR-responsive luciferase reporter cells, luminescence | activation, % at 5 µM | actives 2.5% (n = 320,000) | AID 2796; in the data active = activation above about 47%;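 note: 0% = vehicle wells and 100% = reference agonist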
Target sequence (P35869 whole entry, looked up): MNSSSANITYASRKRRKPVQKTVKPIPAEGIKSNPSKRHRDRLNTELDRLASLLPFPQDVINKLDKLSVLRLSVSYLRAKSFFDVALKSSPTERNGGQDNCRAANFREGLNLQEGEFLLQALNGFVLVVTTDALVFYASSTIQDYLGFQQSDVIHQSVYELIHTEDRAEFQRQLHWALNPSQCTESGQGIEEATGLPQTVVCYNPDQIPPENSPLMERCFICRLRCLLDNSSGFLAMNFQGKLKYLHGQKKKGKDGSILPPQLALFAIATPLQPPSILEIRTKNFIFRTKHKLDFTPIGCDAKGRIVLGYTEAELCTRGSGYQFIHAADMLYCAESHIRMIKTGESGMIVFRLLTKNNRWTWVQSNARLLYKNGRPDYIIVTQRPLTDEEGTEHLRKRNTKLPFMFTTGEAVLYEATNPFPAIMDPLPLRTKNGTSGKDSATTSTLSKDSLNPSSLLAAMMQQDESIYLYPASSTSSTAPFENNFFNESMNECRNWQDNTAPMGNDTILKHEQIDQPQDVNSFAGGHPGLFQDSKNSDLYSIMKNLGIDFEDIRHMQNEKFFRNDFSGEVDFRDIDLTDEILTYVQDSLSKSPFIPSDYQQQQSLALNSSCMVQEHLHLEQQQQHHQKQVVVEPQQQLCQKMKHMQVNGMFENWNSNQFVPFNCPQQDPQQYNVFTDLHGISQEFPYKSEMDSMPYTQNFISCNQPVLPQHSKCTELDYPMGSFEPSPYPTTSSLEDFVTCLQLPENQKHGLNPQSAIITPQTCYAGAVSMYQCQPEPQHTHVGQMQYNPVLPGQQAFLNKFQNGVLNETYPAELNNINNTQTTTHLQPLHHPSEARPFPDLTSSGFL
LAP4 TOR yeast = yeast TOR pathway LAP4-GFP modulation; S. cerevisiae LAP4-GFP multiplex, flow cytometry GFP, 3 h; median GFP as percent of DMSO wells; GFP response vs DMSO, % at 10 µM; actives 0.34% (n = 320,000);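 active = GFP response vs DMSO above a set limit, about the screen mean plus 3 SD, cut at about 150% in these data; inconclusive = under 70 cell events counted for the yeast strain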
AGP1-GFP MLPCN = yeast TOR pathway AGP1-GFP modulation | S. cerevisiae AGP1-GFP multiplex flow cytometry, 3 h; GFP as percent of DMSO wells | GFP response vs DMSO, % at 10 µM | actives 0.02% (n = 320,000) | AID 2066;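 active = GFP response relative to DMSO above a set limit, near screen average plus 3 SD, cut at about 150% in these data; inconclusive = fewer than 70 cells counted for the yeast strain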;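 note: median GFP channel fluorescence of the gated AGP1 strain per well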
CIT2-GFP yeast = yeast TOR pathway CIT2-GFP modulation; S. cerevisiae CIT2-GFP strain, flow cytometry, 3 h; 100 means same as DMSO wells; actives 0.065% (n = 320,000); GFP response vs DMSO, % at 10 µM;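 active = GFP response relative to DMSO above a set limit, near the screen mean plus 3 SD, cut at about 150% in these data; inconclusive = Fewer than 70 cells measured for a yeast strain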;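 note: ratio of well median GFP fluorescence to mean of DMSO wells on the plate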
Yeast superoxide = lowers age-related superoxide in aged yeast cells. actives 0.18% (n = 330,000). superoxide response (% of plate mean), % at 10 µM. S. cerevisiae aged cells, superoxide DHE fluorescence; active compounds read low;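 active = superoxide response under a set limit, about three screen SD below normal, cut at about 65% in these data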;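 note: yeast aged for seven days with compound at 30 °C before DHE staining; 100% = average MFI of all compound-treated wells on the plate with controls excluded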
The depositor's hits bear a star; i = inactive; ? = inconclusive; · = not tested or not shown; [ ] = another dose, or the depositor's remark.

1	CC(C)N1C(=S)SC2CS(=O)(=O)C=C21 (configuration not stated)
2	Cc1cc(C)n(-c2nnc(C)n2/N=C/c2ccccc2F)n1
3	CCOC(=O)C1CCN(C(=O)c2cccc(S(=O)(=O)N(CC)c3ccccc3)c2)CC1
4	COc1ccc(C(=O)NNC(=O)CCc2nc3ccccc3c(=O)[nH]2)cc1
5	CCN1/C(=C/c2ccc3cc(C)ccc3[n+]2CC)Sc2ccc3sccc3c21
6	COc1ccc(S(=O)(=O)NCCC(C)C)cc1C
7	Cc1cc(OC(=O)c2ccc(C(F)(F)F)cc2)c([N+](=O)[O-])c(=O)[nH]1
8	C=CCn1c(N)c(C(=O)NCc2ccco2)sc1=S
entry no.	1	2	3	4	5	6	7	8
Efflux pump inh	0.0	0.2	0.1	-0.1	3.6*	0.2	0.1	-0.1
RPL19A TOR yeast	98	98	89	102	90	·	105	99
MEP2-GFP yeast	100	105	99	103	588*	95	106	100
AHR activator	2	2	0	2	2	-1	-2	4
LAP4 TOR yeast	98	104	97	93	300*	96	106	102
AGP1-GFP MLPCN	98	96	89	99	124	90	103	97
CIT2-GFP yeast	98	102	95	110	366*	86	105	101
Yeast superoxide	94	103	105	107	136	106	101	98

9	CC1CC(C)CN(C(=O)/C(=C\c2ccccc2)c2ccccc2)C1 (configuration not stated)
10	Cn1c(SCCN2CCCC2)nnc1C1CCN(S(=O)(=O)c2ccc(F)cc2)CC1
11	COc1cc2ccccc2cc1C(=O)N(CCN(C)C)c1nc2ccc(Br)cc2s1
12	CCOC(=O)C1=C(C)NC(C)=C(C(=O)OCC)C1/C=C/c1ccccc1
13	COc1cccc(CN(Cc2ccco2)S(=O)(=O)c2ccc(S(=O)(=O)NCc3ccccc3)cc2)c1OC
14	Cc1ccccc1CSc1ccc(S(=O)(=O)N2CCCC2)cn1
15	CCOc1c(Br)cc(C(=O)NCCCn2ccnc2)cc1OC
16	CCc1ccc2c(c1)C(c1ccc(N3CCOCC3)cc1)=NNC(c1ccncc1)=N2
entry no.	9	10	11	12	13	14	15	16
Efflux pump inh	-11	0.2	0.1	-0.1	0.0	0.1	0.0	0.0
RPL19A TOR yeast	101	105	96	101	97	93	104	102
MEP2-GFP yeast	97	104	104	100	105	95	104	98
AHR activator	1	-4	5	40	3	-2	19	3
LAP4 TOR yeast	89	97	108	99	110	115	117	107
AGP1-GFP MLPCN	96	102	97	102	104	96	98	96
CIT2-GFP yeast	95	105	88	103	102	82	101	91
Yeast superoxide	90	106	91	106	99	71	115	106

17	Cc1cccc(NC(=O)CSc2nnc(CNC(=O)c3ccc(S(=O)(=O)N(C)C)cc3)n2-c2ccccc2)c1
18	CN1C(=O)C(=O)/C(=C(/O)c2ccc(Br)cc2)C1c1ccc(Cl)cc1 (configuration not stated)
19	COc1ccc(-c2cc(C(F)(F)F)n3nc(C(=O)N4CCN5CCCC5C4)cc3n2)cc1OC (configuration not stated)
20	COc1cc(OC)cc(C(=O)Nc2ccc(C(=O)c3ccncc3)cc2)c1
21	COc1ccccc1NC(=O)CC(NCCN(C)C)C(=O)O (configuration not stated)
22	CCCCNC(=O)OC1CCS(=O)(=O)C1 (configuration not stated)
23	COCCNC(=O)/C(C#N)=C/c1c(N2CCCCCC2)nc2c(C)cccn2c1=O
24	CCN(CC)S(=O)(=O)c1ccc(C(=O)NCC(=O)NC2CC2)cc1
entry no.	17	18	19	20	21	22	23	24
Efflux pump inh	-0.1	-0.1	-0.1	0.0	0.2	0.1	0.0	-0.3
RPL19A TOR yeast	104	106	96	105	99	103	85	99
MEP2-GFP yeast	117	111	97	101	113	106	95	99
AHR activator	-1	-2	-3	3	-1	4	0	1
LAP4 TOR yeast	111	97	91	86	93	101	·	103
AGP1-GFP MLPCN	103	99	101	97	109	105	96	98
CIT2-GFP yeast	109	103	100	·	116	93	96	94
Yeast superoxide	112	104	104	104	101	116	90	110

25	CC(OC(=O)CCC(=O)N1CCN(S(=O)(=O)c2ccc3ccccc3c2)CC1)C(=O)NC(N)=O (configuration not stated)
26	CC1CN(/C=C/C(=O)C(F)(F)F)CC(C)O1 (configuration not stated)
27	COc1ccc(N2CCN(C(=O)COc3ccc4c(C)c(C)c(=O)oc4c3C)CC2)cc1
28	Cc1cc(C(=O)C(C)Sc2cccc[n+]2[O-])c(C)n1-c1ccc(Cl)cc1 (configuration not stated)
29	COCCCNC(=O)C1CCC(=O)N(c2ccc3c(c2)OCO3)C1c1ccc(OC)cc1 (configuration not stated)
30	CCOC(=O)/C(=C/c1c[nH]c2ccccc12)NC(C)=O
31	COc1ccc(N(CC(=O)NCc2ccco2)S(C)(=O)=O)cc1
32	CCOC(=O)NC(=O)CSc1ccc(S(=O)(=O)N2CCCCC2)cn1
entry no.	25	26	27	28	29	30	31	32
Efflux pump inh	-0.2	0.4	0.0	0.0	-0.2	0.2	0.0	0.1
RPL19A TOR yeast	97	101	96	102	105	90	104	96
MEP2-GFP yeast	109	98	101	106	117	81	108	98
AHR activator	3	0	2	9	1	12	1	-1
LAP4 TOR yeast	111	104	91	116	101	85	104	101
AGP1-GFP MLPCN	100	100	94	104	106	92	118	97
CIT2-GFP yeast	102	97	98	90	109	89	111	93
Yeast superoxide	98	107	102	97	96	102	104	90

33	Cc1ccc(S(=O)(=O)NCc2ccc(C(=O)N3CCc4ccccc4C3)cc2)cc1
34	C/C(Cc1ccccc1)=N\NC(=O)CNC(=O)c1ccc(F)cc1
35	O=S(=O)(Cc1ccc(Cl)cc1)N1CCCC1
36	CCCCn1c(SCC(=O)N(CC)C2CCS(=O)(=O)C2)nnc1C(CC)N(C)C (configuration not stated)
37	Cc1c(Cl)c([N+](=O)[O-])nn1CC(=O)NC12CC3CC(CC(C3)C1)C2
38	CC(C)Sc1nc2c(c(=O)[nH]c(=O)n2C)n1C
39	COc1ccc(NC(=O)Nc2nnc(-c3ccncc3)s2)cc1
40	COc1ccccc1CNC(=O)c1ccc(N2CCOCC2)c([N+](=O)[O-])c1
entry no.	33	34	35	36	37	38	39	40
Efflux pump inh	0.1	0.1	-0.1	-0.1	0.0	-0.1	-0.1	-0.1
RPL19A TOR yeast	100	96	95	96	100	100	98	96
MEP2-GFP yeast	95	93	97	97	108	95	64	103
AHR activator	4	6	-6	1	0	4	-1	-1
LAP4 TOR yeast	86	88	93	100	97	98	108	98
AGP1-GFP MLPCN	90	98	98	98	99	92	83	96
CIT2-GFP yeast	93	94	99	102	104	91	93	99
Yeast superoxide	100	103	98	101	103	102	83	98

41	CCOc1ccc(-n2c(-c3ccccc3)nnc2-c2ccccc2)cc1
42	CN(C)S(=O)(=O)c1cccc(C(=O)c2nccn2C)c1
43	CCSc1nnc(NC(=O)[C@@H](NC(=O)c2cc(OC)cc(OC)c2)C(C)C)s1
44	CCOC(=O)[C@H]1[C@H]2COc3cc(OC)ccc3[C@@H]2N2C(=O)c3ccc(F)cc3NC(=O)[C@@]12C
45	Oc1ccc(Cl)cc1C=Nc1ccc(Br)cc1
46	COc1ccc(CN(C)C2CCN(C)CC2)cc1OC
47	Cc1ccc(S(=O)(=O)N/N=C/c2ccc(OCC(=O)NC(C)C)cc2)cc1
48	OCCN1CCOCCN(CCO)CCOCC1
entry no.	41	42	43	44	45	46	47	48
Efflux pump inh	-0.1	-0.1	-0.1	0.0	-0.1	0.0	0.0	-0.1
RPL19A TOR yeast	45*[may fluoresce violet]	112	91	100	95	101	96	94
MEP2-GFP yeast	252*[may fluoresce violet]	103	96	98	109	104	97	92
AHR activator	3	-1	2	-1	2	1	-3	0
LAP4 TOR yeast	79[may fluoresce violet]	104	96	141	106	96	99	97
AGP1-GFP MLPCN	·	100	95	97	105	101	104	95
CIT2-GFP yeast	?	108	96	118	97	100	106	103
Yeast superoxide	96	83	102	94	99	96	104	90

49	O=C(CNC(=O)c1ccc(Br)o1)Nc1cccc(-c2cnc3ccccc3n2)c1
50	O=C(CSc1ncccn1)NC(=O)NCc1ccccc1
51	CC(NC(=O)Cn1c(=O)oc2cc(S(=O)(=O)N3CCCC3)ccc21)c1ccccc1 (configuration not stated)
52	COc1ccc(C2CC(c3ccccc3OC(=O)/C=C/c3ccccc3)=NN2C(C)=O)cc1 (configuration not stated)
53	COc1ccc(C(=O)CC(=O)c2ccc(C)cc2)c(O)c1
54	CC1CCCCN1C(=O)c1ccc(Br)o1 (configuration not stated)
55	CCOc1ccc(N=C2SCCCN2C(=O)c2c(CC)noc2C)cc1
entry no.	49	50	51	52	53	54	55
Efflux pump inh	0.0	-0.1	-0.2	0.1	-0.1	-0.3	0.6
RPL19A TOR yeast	100	99	94	100	99	103	102[may fluoresce green]
MEP2-GFP yeast	112	104	98	93	100	100	106[may fluoresce green]
AHR activator	6	0	0	1	1	-1	3
LAP4 TOR yeast	107	104	91	114	90	99	99[may fluoresce green]
AGP1-GFP MLPCN	101	100	92	105	109	100	106[may fluoresce green]
CIT2-GFP yeast	98	101	92	90	108	101	102[may fluoresce green]
Yeast superoxide	81	114	103	i	103	94	93

By substructure: those above with an aryl thioether with sulfur outside any ring (nine)
10	Cn1c(SCCN2CCCC2)nnc1C1CCN(S(=O)(=O)c2ccc(F)cc2)CC1
14	Cc1ccccc1CSc1ccc(S(=O)(=O)N2CCCC2)cn1
17	Cc1cccc(NC(=O)CSc2nnc(CNC(=O)c3ccc(S(=O)(=O)N(C)C)cc3)n2-c2ccccc2)c1
28	Cc1cc(C(=O)C(C)Sc2cccc[n+]2[O-])c(C)n1-c1ccc(Cl)cc1 (configuration not stated)
32	CCOC(=O)NC(=O)CSc1ccc(S(=O)(=O)N2CCCCC2)cn1
36	CCCCn1c(SCC(=O)N(CC)C2CCS(=O)(=O)C2)nnc1C(CC)N(C)C (configuration not stated)
38	CC(C)Sc1nc2c(c(=O)[nH]c(=O)n2C)n1C
43	CCSc1nnc(NC(=O)[C@@H](NC(=O)c2cc(OC)cc(OC)c2)C(C)C)s1
50	O=C(CSc1ncccn1)NC(=O)NCc1ccccc1
entry no.	10	14	17	28	32	36	38	43	50
Efflux pump inh	0.2	0.1	-0.1	0.0	0.1	-0.1	-0.1	-0.1	-0.1
RPL19A TOR yeast	105	93	104	102	96	96	100	91	99
MEP2-GFP yeast	104	95	117	106	98	97	95	96	104
AHR activator	-4	-2	-1	9	-1	1	4	2	0
LAP4 TOR yeast	97	115	111	116	101	100	98	96	104
AGP1-GFP MLPCN	102	96	103	104	97	98	92	95	100
CIT2-GFP yeast	105	82	109	90	93	102	91	96	101
Yeast superoxide	106	71	112	97	90	101	102	102	114
